Assay outcomes as filed in PubChem.
HCV NS3h FP: blocks HCV NS3 helicase binding to DNA | NS3h Cy5-dT15 DNA binding, fluorescence polarization | inhibition, % at 100 µM | actives 1.6% (n = 16,000) | AID 687043;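 active = inhibition above the average over every tested compound plus 3 SD, cut at about 40% in these data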
Cy5 interf NS3h: enhances or quenches Cy5 fluorescence in NS3h assay | Cy5-dT15 DNA with NS3h, fluorescence interference; actives lie on both sides; signal over control mean, under 1 quenches | actives 6% (n = 16,000) | fluorescence interference ratio at 100 µM;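 active = compound fluorescence over control fluorescence at most 0.8, a quencher, or at least a set upper limit, an enhancer; inactive = ratio between 0.8 and the set upper limit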
Active calls of the source: *.

mol | HCV NS3h FP | Cy5 interf NS3h
CCc1ccc2oc(-c3cccc(NC(=O)COc4ccc(OC)cc4)c3)nc2c1 | 4 | 1
Cc1cc(C)n2nc(-c3ccc(F)cc3)cc2n1 | 21 | 0.67*
CN(C)c1ccc(NC(=O)COc2ccc(Cl)cc2Cl)cc1 | 10 | 1.1
Cn1c(CC(O)c2ccccc2)nc2ccccc21 (stereo not given) | 3 | 1
CC(C)CN1C(=O)/C(=C/c2cccc(Oc3ccccc3)c2)SC1=S | 17 | 0.97
CCCc1ccc(/C=C2\C(=O)c3ccccc3C(O)=C2C(=O)OCC)cc1 | 12 | 0.89
N#C/C(C(=O)c1ccccc1)=C1/CCCN1 | 7 | 0.99
COc1ccc(Cl)cc1-c1n[nH]c(=S)o1 | 4 | 1.1
O=C(Nc1ccc(Cl)cc1)c1ccc(N2CCCCCC2)c([N+](=O)[O-])c1 | 13 | 1
O=C(NN1C(=O)c2ccccc2C1=O)c1ccc2c(c1)C(=O)N(c1nccs1)C2=O | 2 | 1
CC(=O)c1ccc(OC(=O)c2ccc([N+](=O)[O-])cc2)cc1 | 11 | 0.98
Cc1n(CCCCS(=O)(=O)[O-])c2cc(Cl)c(Cl)cc2[n+]1C | 0 | 0.99
COC(=O)c1c(C)oc2cc(Br)c(OCc3ccc(F)cc3)cc12 | 4 | 1.1
Cc1ccc(/C=C(\C#N)c2nc3ccccc3s2)cc1 | 3 | 0.86
COC(=O)/C(O)=C/C(=O)c1cccs1 | -2 | 0.98
O=C1C2C3C=CC(CC3)C2C(=O)N1/N=C\c1ccc(I)o1 (stereo not given) | -2 | 1
O=C(/C=C/c1ccc(-c2ccccc2[N+](=O)[O-])o1)Nc1ccc(N2CCOCC2)cc1 | 17 | 0.96
CCC(C)Oc1nc2ccccc2nc1NS(=O)(=O)c1ccccc1 (stereo not given) | 8 | 0.96
CCOC(=O)Nc1n[nH]c(NC(=O)OCC)c1[N+](=O)[O-] | 12 | 0.66*
O=C(CCNc1ccc(F)cc1)c1cccs1 | 11 | 1.1
O=C(CN(c1ccccc1)S(=O)(=O)c1ccccc1[N+](=O)[O-])N1CCOCC1 | 2 | 1.1
C=CCN(CC=C)C(=O)C(C)Oc1ccccc1 (stereo not given) | -12 | 1
Cc1nnc(C)n1/N=C\c1ccc(Cl)cc1 | -9 | 0.96
COc1ccc(N(CC(=O)Nc2cccc(Br)c2)S(=O)(=O)c2ccccc2)cc1Cl | -6 | 1
CC(C)CCOc1cccc(C(=O)Nc2ccc(Cl)c(NC(=O)c3ccccc3)c2)c1 | 1 | 0.98
CCOC(=O)C1=C(C)N(CCOC)C(=O)/C1=C\c1sccc1C | 12 | 0.96
O=[N+]([O-])c1ccc(S(=O)(=O)N2CCSC2c2ccc3c4c(cccc24)CC3)cc1 (stereo not given) | 8 | 0.96
Cc1oc2cc(OCc3ccc([N+](=O)[O-])cc3)ccc2c(=O)c1-c1nc2ccccc2n1C | 22 | 0.96
CSc1ccc(S(=O)(=O)N(CC(=O)Nc2ccc(C)cc2)c2ccc(C)cc2)cc1 | 22 | 0.68*
Cc1c(NC(=O)/C=C/c2cccc3ccccc23)c(=O)n(-c2ccccc2)n1C | 10 | 0.85

In another format: 2 of the compounds above.
> Cc1n(CCCCS(=O)(=O)[O-])c2cc(Cl)c(Cl)cc2[n+]1C
  HCV NS3h FP: 0
  Cy5 interf NS3h: 0.99
> COC(=O)c1c(C)oc2cc(Br)c(OCc3ccc(F)cc3)cc12
  HCV NS3h FP: 4
  Cy5 interf NS3h: 1.1

The list goes on:
mol | HCV NS3h FP | Cy5 interf NS3h
C=CCN1C(=O)NC(=O)/C(=C\c2ccccc2OCc2ccc([N+](=O)[O-])cc2)C1=O | 58* | 0.49*
CP(=O)(c1ccc(C(N)=O)cc1)c1ccc(C(N)=O)cc1 | -3 | 1.1
CC(=O)Nc1ccc(N2C(=O)c3cccc4c(C(=O)c5ccccc5)ccc(c34)C2=O)cc1 | -6 | 0.9
Cc1ccc(S(=O)(=O)N2CCC(C(=O)O)CC2)cc1 | -5 | 1.1
C=CCNC(=O)c1ccc(-c2cccc([N+](=O)[O-])c2)o1 | 3 | 0.95
Cc1ccccc1NC(=O)CSCc1ccccc1 | 6 | 0.97
CC(=O)Nc1ccn(-c2ccccc2)n1 | -1 | 0.98
Cc1ccc2oc(-c3cc(NC(=O)c4ccc5c(c4)OCCO5)ccc3O)nc2c1 | 5 | 1
CC(=O)N(C(C)=O)c1ccc(-c2ccco2)cc1 | -4 | 1.1
CC1(C)CC(C(CC#N)Cc2ccccc2)CCO1 (stereo not given) | 7 | 1.1
COC(=O)C1=C(C)NC(C)=C(C(=O)OC)C1c1cn(-c2ccccc2)nc1-c1ccc(S(=O)(=O)N2CCOCC2)cc1 | 10 | 0.83
CC(C)(C)NC(=S)Nc1ccccc1 | 1 | 1
COc1ccc2c(Cl)c(C(=O)N3CCN(CCN4C(=O)c5cccc6cccc(c56)C4=O)CC3)sc2c1 | 10 | 0.97
CCN1C(=O)/C(=c2/s/c(=C3\C=Cc4ccccc4N3CC)c(=O)n2CC)SC1=S | 3 | 0.98
Oc1cccc(Nc2nc(-c3ccc(Br)cc3)cs2)c1 | 13 | 0.94
CCCCOC(=O)c1ccc(NC(=O)c2cc(Cl)ccc2[N+](=O)[O-])cc1 | 14 | 1
CCOC(=O)/C(C#N)=C\c1ccc(-c2ccc(Cl)cc2)o1 | 8 | 1.1
O=C(Nc1cc(-c2nc3ccccc3s2)ccc1Cl)c1cc(I)ccc1Cl | 10 | 1
Cc1cc(OCC(=O)Nc2ccc(I)cc2Cl)ccc1Cl | 3 | 0.98
O=C1C(=O)N(c2nccs2)C(c2cccc(Cl)c2)C1=C(O)c1ccc(Cl)cc1 (stereo not given) | 10 | 0.85
COc1ccc(-c2nnc(Nc3ccc4c(c3)nc(C)n4C)c3ccccc23)cc1 | 5 | 0.93
C/C(=N\NC(=O)Nc1ccccc1)C1CC1 | -2 | 1
Cc1cc(OCC(=O)NCc2ccccc2)cc(C)c1Cl | -1 | 0.99
COC(=O)c1c(C)oc2cc(Br)c(O)cc12 | -6 | 0.89
CCOC(=O)c1[nH]c(=O)[nH]c1CNc1ccccc1C#N | 2 | 0.98
Cc1cc2nn(-c3ccccc3)nc2cc1NC(=O)c1ccc(Br)cc1 | 11 | 1.1
FC(F)(F)c1ccc(/C=N\N2CCN(Cc3cccc4ccccc34)CC2)cc1 | 4 | 1
Cc1cccc(OCCn2cc(/C=C3/SC(=S)N(C)C3=O)c3ccccc32)c1 | 7 | 1
O=C(CSc1nnc(-c2ccc(Br)cc2)o1)NCc1ccccc1 | 9 | 1
O=C(Nc1ccc(Cl)c(Cl)c1)Nc1nnc(CSCc2ccccc2)s1 | 0 | 1
O=C(NCCCNc1ccc(C(F)(F)F)cc1[N+](=O)[O-])c1cc(F)c(F)cc1Cl | 12 | 1.1
O=C(c1ccco1)c1coc2ccc(Cl)cc2c1=O | 13 | 1.1
Cc1c(Cl)cccc1NC(=O)Cn1cnc([N+](=O)[O-])n1 | 5 | 1.1
CCC1=NN2C(=N)/C(=C/c3ccc(-c4ccc(C)c(Cl)c4)o3)C(=O)N=C2S1 | 12 | 1.1
CCOc1cc(OCC)cc(C(=O)Nc2ccc(N3CCOCC3)cc2)c1 | 0 | 0.91
COc1cc(NC(=O)c2cccc(F)c2)c(OC)cc1NC(C)=O | 3 | 1.1
CC1=C(C(=O)Nc2cc(Cl)ccc2C)C(c2ccccc2Cl)NC(=O)N1 (stereo not given) | -6 | 1
COc1ccccc1CC(=O)Nc1nccs1 | -6 | 0.97
Cc1cccc(N2C(=O)C(=O)C(=C(O)c3ccccc3)C2c2cccc(F)c2)c1 (stereo not given) | 4 | 0.98
COC(=O)c1c(C)oc2ccc(OCc3cccc(Cl)c3)cc12 | 10 | 0.86
CC1=C(C(=O)OCCc2ccccc2)C(c2coc3ccccc3c2=O)C2=C(CCCC2=O)N1 (stereo not given) | -1 | 1.1
CCCOC(=O)c1ccc(NC(=O)c2cccc([N+](=O)[O-])c2)cc1 | 13 | 1
CS(=O)(=O)N(CC(=O)N1CCCC1)c1cccc(Cl)c1 | 5 | 1
Cc1cccc(C)c1NC(=O)COc1ccc(Cl)cc1Cl | 10 | 0.91
CCOc1c(Br)cc(/C=C2\C(=O)NC(=O)N(c3cccc(C)c3)C2=O)cc1OC | 6 | 0.88
Cc1ccc2nc(-c3cccc(NC(=S)NC(=O)c4ccco4)c3)oc2c1 | 8 | 1
O=C(Nc1ccccc1)Nc1nnc(-c2ccccc2)s1 | 7 | 1.1
CCc1ccc(C(=O)/C=C/c2cccc([N+](=O)[O-])c2)cc1 | 10 | 1.1
COc1cc(C2Nc3ccccc3C(=O)N2c2ccc(F)cc2)cc(OC)c1OC (stereo not given) | 2 | 1
O=C1/C(=C/c2cccc(Br)c2)SC(=S)N1CCCC(=O)N1CCCc2ccccc21 | 3 | 1.1
O=C(/C=C/c1ccco1)Nc1ccc(O)cc1C(=O)O | 61* | 1
CCN(CC)S(=O)(=O)c1cc(C(=O)Nc2cccc(C(=O)O)c2)ccc1C | 3 | 1.1
COc1ccc(C(OC(=O)NC(O)C(Cl)(Cl)Cl)P(=O)(OC(C)C)OC(C)C)cc1 (stereo not given) | 3 | 0.93
O=C(CC1S/C(=N/N=C\c2cccs2)NC1=O)Nc1ccc(Cl)c(Cl)c1 (stereo not given) | -13 | 1
CCOC(=O)c1ccc(NC(=O)Nc2nc(-c3ccccc3)cs2)cc1 | 10 | 1.1
COc1ccc(N(CC(=O)NC(C)c2ccccc2)S(C)(=O)=O)cc1 (stereo not given) | 1 | 1
O=C(O)CCn1c(O)c(C2=c3cc([N+](=O)[O-])ccc3=NC2=O)sc1=S | 28 | 0.94
N#C/C(=C/c1ccc(-c2cc(Cl)ccc2Cl)o1)C(=O)O | -16 | 1.2
O=C(Nc1cccc(Cl)c1)Nc1nnc(Cc2ccc(Cl)cc2)s1 | 3 | 1
O=C(c1ccccc1)c1ccc(N=Cc2ccc([N+](=O)[O-])s2)cc1 | 1 | 1

Next section.
Molecule	HCV NS3h FP	Cy5 interf NS3h
Cc1csc(Nc2ccccc2)[n+]1CCO	4	1.2*
C=CCN(CC=C)C(=O)COc1ccccc1	-2	1
Cc1ccc(-c2nc3cc(Cl)cc(Cl)c3o2)cc1NC(=O)c1ccc2c(c1)OCCO2	1	1.1
C=C(C)COc1ccc2oc(-c3ccccc3)c(C(=O)OCC)c2c1	2	0.96
Cc1cc2ncn(C(=O)N3CCOCC3)c2cc1C	3	1.1
O=C(N/N=C(\C=C\c1ccccc1[N+](=O)[O-])c1ccccc1)c1ccc(O)cc1	11	0.93
O=C(Nc1ccncc1)c1cc2ccccc2o1	11	0.45*
CCOc1ccc(N(CC(=O)NCc2ccc(Cl)cc2)S(=O)(=O)c2ccc(Br)cc2)cc1	3	0.93
COc1ccc(N2C(=O)S/C(=C/c3cccc(Br)c3)C2=O)cc1	8	1
COC(=O)c1c(C)oc2cc(Br)c(OS(C)(=O)=O)cc12	10	0.9
COC(=O)CN(c1ccc(F)cc1)S(C)(=O)=O	3	1.1
CC(C)(C)c1ccc(OCC(=O)Nc2ccccc2C(=O)Nc2ccc(C(=O)O)cc2)cc1	6	0.98
O=C(Cc1ccc(Br)cc1)Nc1ccccc1F	-4	1.1
O=[N+]([O-])c1cc(C(F)(F)F)ccc1-n1nnc2ccccc21	8	0.9
Cc1cccc(-c2nc3cc(NC(=S)NC(=O)c4ccco4)ccc3o2)c1	-2	1

Part of the list above, as labelled records:
COC(=O)c1c(C)oc2cc(Br)c(OS(C)(=O)=O)cc12
  HCV NS3h FP: 10 | Cy5 interf NS3h: 0.9

COC(=O)CN(c1ccc(F)cc1)S(C)(=O)=O
  HCV NS3h FP: 3 | Cy5 interf NS3h: 1.1

CC(C)(C)c1ccc(OCC(=O)Nc2ccccc2C(=O)Nc2ccc(C(=O)O)cc2)cc1
  HCV NS3h FP: 6 | Cy5 interf NS3h: 0.98

O=C(Cc1ccc(Br)cc1)Nc1ccccc1F
  HCV NS3h FP: -4 | Cy5 interf NS3h: 1.1

Additional entries
Molecule	HCV NS3h FP	Cy5 interf NS3h
CCOc1ccc(CSc2ncn[nH]2)cc1	3	0.99
CCOC(=O)c1c(N)n(-c2ccccc2O)c2nc3ccccc3nc12	5	0.97
COC(=O)CN(c1cccc(C)c1)S(C)(=O)=O	6	1.1
O=C1/C(=C/c2ccc(-c3ccc([N+](=O)[O-])cc3)o2)SC(=S)N1Cc1ccccc1	-6	0.96
O=C(/C=C/c1ccccc1Cl)N1CCCCCC1	10	1
O=C1c2ccccc2CCC1C1(O)C(=O)Nc2ccccc21 (stereo not given)	1	1.1
O=C(Nc1ccc(-c2nc3ccccc3s2)cc1)c1cccc(C(F)(F)F)c1	-1	1
Cc1ccc2c(c1)C(c1ccccc1Br)CC(=O)N2 (stereo not given)	6	1.1
O=C(NCc1ccccn1)C12CC3CC(CC(C3)C1)C2	9	1
Cc1ccc(C2=NN(C(=O)OC(C)(C)C)C(O)(C(F)(F)F)C2)cc1 (stereo not given)	7	1
CCOc1ccc(C(=O)NC(C)C2COc3ccccc3O2)cc1 (stereo not given)	10	1
COC(=O)c1c(C)oc2cc(Br)c(OCC(N)=O)cc12	19	0.91
COc1ccc(/C=C2\SC(N3CCCC3)=NC2=O)cc1	2	1
Cc1cc(C)c(OCC(=O)Nc2ccc(I)cc2)c(C)c1	2	1.1
COCCOC(=O)c1c(C)oc2ccc(OCc3ccccc3Br)cc12	14	0.91
COc1ccccc1N(CC(=O)Nc1cc(C)ccc1C)S(=O)(=O)c1ccccc1	13	0.96
COc1cc(C(=O)c2cc(Br)ccc2NC(=O)COc2ccccc2)cc(OC)c1OC	21	0.99
O=C(Cn1cc(/C=C2\NC(=O)NC2=O)c2ccccc21)Nc1ccccc1	-8	0.91
O=C(N/N=C\c1cccc(Br)c1)C(Oc1ccccc1)Oc1ccccc1	9	0.78*
Cn1c(=O)c2c(nc(Sc3ncn[nH]3)n2C)n(C)c1=O	-6	1
O=C1C2C3C=CC(CC3)C2C(=O)N1c1ccc(F)cc1 (stereo not given)	5	1
Cc1cccc(C)c1NC(=O)c1ccc([N+](=O)[O-])cc1	-13	1
